Assay outcomes (PubChem)
NCOA2 inhibitor: inhibition of GAL4-SRC2 driven luciferase reporter, primary screen, SRC2 inhibitor project, cell-based, luminescence | Nuclear receptor coactivator 2 (Homo sapiens), Q15596 | HEK293 GAL4-SRC2 luciferase reporter | inhibition, % at 9 µM | 370,000 compounds, 0.17% hits | AID 651957, 2012;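 active means inhibition above the mean inhibition of all tested compounds plus 3 SD, set per campaign, cut at about 52% in these data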;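 further: 0% = DMSO treated cells and 100% = cells given Gossypol at 36 µM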
COUP-TFII inh: NR2F2 transcriptional activity inhibitors, primary screen, cell-based, luciferase reporter, HEK293T, luminescence; COUP transcription factor 2 (Homo sapiens), P24468; HEK293T NGFI-A luciferase reporter; inhibition, % at 8.6 µM; 370,000 compounds, 0.7% hits;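 active means inhibition above a per-plate cutoff, mean inhibition of test wells between control levels plus 3 SD, cut at about 38% in these data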;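 further: cells cotransfected with COUP-TFII expression vector driving the NGFI-A reporter; 0% = median of COUP-TF2 test wells and 100% = reporter-only cells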
Target sequence (P24468 whole entry, looked up): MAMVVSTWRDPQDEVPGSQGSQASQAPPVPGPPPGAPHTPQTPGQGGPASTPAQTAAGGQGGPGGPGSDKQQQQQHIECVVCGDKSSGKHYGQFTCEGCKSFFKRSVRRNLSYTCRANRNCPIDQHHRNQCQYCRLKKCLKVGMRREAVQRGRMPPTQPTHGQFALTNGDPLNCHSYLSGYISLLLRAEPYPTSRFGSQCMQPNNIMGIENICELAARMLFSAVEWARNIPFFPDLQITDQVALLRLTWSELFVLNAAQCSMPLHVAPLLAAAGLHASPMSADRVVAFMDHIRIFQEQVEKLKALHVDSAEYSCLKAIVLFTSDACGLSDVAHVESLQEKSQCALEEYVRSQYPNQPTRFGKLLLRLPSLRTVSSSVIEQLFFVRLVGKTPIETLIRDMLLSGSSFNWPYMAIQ
* hit, by the source's call. Only part of the results is shown (hit frequency here may not be typical).

Each structure is followed by: NCOA2 inhibitor | COUP-TFII inh
1	C[C@H](O)[C@@H]1CN2CCc3c([nH]c4c(-c5ccc6c(c5)OCO6)cccc34)[C@@H]2C[C@@H]1N(C)C(=O)c1ccccc1F
    6 | -11
2	COCCCn1cc(CN2CC=CS2(=O)=O)nn1
    -10 | -6
3	COC(=O)[C@]12C[C@H](CC(=O)NCCc3ccccc3OC)C(=O)N(CCc3ccc(OC)c(OC)c3)C1=C[C@H](C1CCCC1)O[C@@H]2C
    1 | -4
4	O=C(O)Cn1cc(/C=C2/SC(=O)N(CC(=O)N3CCCCCC3)C2=O)c2ccccc21
    -20 | 17
5	COC(=O)[C@]12C[C@H](CC(=O)N3CCCCC3)C(=O)N(Cc3ccco3)C1=C[C@H](COCc1ccccc1)O[C@@H]2C
    -17 | -8
6	COC(=O)[C@]12C[C@H](CC(=O)NCCC(C)C)C(=O)N(Cc3ccco3)C1=C[C@H](C(C)(C)C)O[C@@H]2C
    -8 | -10
7	COc1cccc(CNC(=O)Cn2c(-c3ccccc3)cc(C(C)=O)c2C)c1
    5 | -6
8	COC(=O)C1=C(C)N(C)C(=NCc2ccc3c(c2)OCO3)NC1c1ccc(C(F)(F)F)cc1 (stereo unspecified)
    -19 | 13
9	c1ccc(COCc2ccccc2)cc1
    -16 | 5
10	COc1cc(NC(=O)C2CCCN(S(=O)(=O)c3ccccc3)C2)cc(OC)c1 (stereo unspecified)
    17 | 14
11	CC(=O)N1CCN(C2=NC(=O)N(c3ccc(Br)cc3)C(=O)C2)CC1
    -20 | 7
12	COc1ccc(CNS(=O)(=O)c2ccccc2Br)c(OC)c1
    1 | -8
13	O=C(Nc1ccc(NC(=O)c2ccncc2)cc1)c1ccncc1
    -2 | 8
14	Cc1ccc(S(=O)(=O)NCCCc2ccc3c(c2)[C@]2(CCC[C@@H](OCc4ccccc4)[C@@H]2NC(=O)CCc2ccccc2)C(=O)N3Cc2ccccc2)cc1
    1 | 5
15	COc1ccc(CC(=O)NCC2CCN(C(=O)C(=O)c3cc4ccccc4o3)CC2)cc1
    2 | 10
16	COc1ccc(CN2C/C(=C/c3ccccc3)N3C(=O)C[C@@H](c4ccccc4)N=C23)c(OC)c1
    5 | 4
17	CC1(c2nnnn2-c2ccc(F)cc2)CCCC(=O)N1CCc1c[nH]c2ccccc12 (stereo unspecified)
    1 | -34
18	CC1CCCCN1C(=O)c1ccc(CNC(=O)c2cccc(Br)c2)cc1 (stereo unspecified)
    -31 | 18
19	NC(=O)c1c(N)[nH]c(C(=O)c2ccccc2)c1-c1ccc2ccccc2c1
    12 | 2
20	Cn1c(Cc2ccc3c(c2)OCO3)nnc1SCC(=O)NC1CCCC1
    -25 | -10
21	Cc1cc2c(c(=O)o1)[C@@]1(C(=O)N(C)c3ccc([N+](=O)[O-])cc31)C1=C(CCCC1=O)O2
    -3 | -20
22	COc1ccc(-n2c(SCC(=O)NC3CCCCCC3)nnc2-c2ccncc2)cc1
    2 | 6
23	COc1ccc(-c2cccc3[nH]c4c(c23)CCN2C(=O)[C@H]3[C@H](C)ON(C)[C@H]3C[C@@H]42)cc1
    -8 | 3
24	COC(=O)C[C@H]1CC[C@H]2[C@@H](COc3ccc(NC(=O)Nc4ccccc4)cc3C(=O)N2C)O1
    5 | -4
25	O=S(=O)(/N=C(/Nc1ccc(F)cc1F)c1ccccc1)c1ccc(Br)cc1
    -10 | -20
26	COc1ccc(CN2[C@@H](CC(=O)O)c3ccc(C(F)(F)F)cc3S2(=O)=O)cc1
    -7 | -11
27	CC1(C)O[C@@H]2[C@H](O1)[C@@H](O)C[C@H]2n1cnc2c(Cl)ncnc21
    1 | -16
28	NC(=O)c1ncn([C@@H]2O[C@H](C(=O)N3CCN(CC(=O)Nc4ccccn4)CC3)[C@@H](O)[C@H]2O)n1
    6 | -3
29	O=C(NCc1ccccc1)[C@H]1CCCN1
    -44 | 7
30	C#Cc1cccc(OCC(C)CN2CCC(C(O)(c3ccccc3)c3ccccc3)CC2)c1 (stereo unspecified)
    13 | -12
31	COC(=O)c1cc2c(c3c4ccccc4n(S(=O)(=O)c4ccc(OC)cc4)c13)C(=O)N(Cc1ccco1)C2
    5 | 15
32	Cc1cc(C)cc(C(=O)OCCCN(C)C2CN(Cc3cn(Cc4ccccc4C(F)(F)F)nn3)S(=O)(=O)C2)c1 (stereo unspecified)
    10 | 10
33	COc1ccc(C(C)c2cc3c(cc2OCC(=O)O)OCO3)cc1 (stereo unspecified)
    11 | 13
34	CCOC(=O)[C@]12CCCC3=C1N(CCC3)C(=O)[C@@H](CC(=O)NCC1CCCCC1)C2
    -5 | 7
35	Brc1ccccc1Cn1nnc(-c2ccc(N3CCOCC3)cc2)n1
    -27 | -12
36	CCOC(=O)Cn1cc(CN2CCS(=O)(=O)N(Cc3ccc(F)cc3)C(C(=O)OC)C2)nn1 (stereo unspecified)
    -3 | -10
37	OCC(CO)N[C@H]1C[C@](O)(CO)[C@@H](O)[C@H](O)[C@H]1O
    -22 | 2
38	O=C(Nc1ccc(F)cc1)N[C@@H]1C[C@@H]2O[C@H](CO)CC[C@@H]2O[C@@H]1CCc1ccc(C2=CCCC2)cc1
    7 | 14
39	C[C@@H]1CN([C@@H](C)CO)C(=O)CCCn2cc(nn2)CO[C@H]1CN(C)C(=O)Nc1cccc(C(F)(F)F)c1
    6 | 9
40	Cc1cc(Nc2cccc(C(F)(F)F)c2)cc(=O)n1-c1cccc(C(F)(F)F)c1
    12 | 11

Four entries from above, with each value named:
28	NC(=O)c1ncn([C@@H]2O[C@H](C(=O)N3CCN(CC(=O)Nc4ccccn4)CC3)[C@@H](O)[C@H]2O)n1
  NCOA2 inhibitor: 6 | COUP-TFII inh: -3

29	O=C(NCc1ccccc1)[C@H]1CCCN1
  NCOA2 inhibitor: -44 | COUP-TFII inh: 7

30	C#Cc1cccc(OCC(C)CN2CCC(C(O)(c3ccccc3)c3ccccc3)CC2)c1 (stereo unspecified)
  NCOA2 inhibitor: 13 | COUP-TFII inh: -12

31	COC(=O)c1cc2c(c3c4ccccc4n(S(=O)(=O)c4ccc(OC)cc4)c13)C(=O)N(Cc1ccco1)C2
  NCOA2 inhibitor: 5 | COUP-TFII inh: 15

Additional structures:
Each structure is followed by: NCOA2 inhibitor | COUP-TFII inh
41	CN(C)CCCN1CC(=O)N2CCc3ccc(Br)cc3C2CC1=O (stereo unspecified)
    -22 | -19
42	O=C(C1CCCN1S(=O)(=O)c1ccc(Br)s1)N1CCc2ccccc2C1 (stereo unspecified)
    -9 | 5
43	O=C(NCc1ccccc1)[C@H]1CCCN1C(=O)[C@@H]1CCCN1C(=O)c1ccc(Cl)cc1Cl
    -1 | 8
44	CCCCCCCCNC(=O)C1CSCCS(=O)(=O)N1Cc1ccc(OC)cc1 (stereo unspecified)
    -16 | 4
45	COc1ccc(OC)c(S(=O)(=O)N2CCCCC2C(=O)N2CCN(Cc3ccc(F)cc3)CC2)c1 (stereo unspecified)
    20 | 15
46	CC(C)n1nnnc1SCC(=O)Nc1ccc2c(c1)OCCO2
    -39 | -34
47	COc1ccc(OC)c(S(=O)(=O)N2CCC(C(=O)NCc3cccs3)CC2)c1
    2 | 2
48	COc1ccc(N2C(=O)c3n[nH]c(C(C)C)c3C2c2ccccc2)cc1 (stereo unspecified)
    -39 | -7
49	COc1ccc(-n2c(SCC(=O)N(CC(C)C)CC(C)C)nnc2-c2ccncc2)cc1
    -2 | 6
50	C[C@@H]1COc2cc(N3CCCC3)ccc2S(=O)(=O)N1C
    -3 | -13
51	COc1ccc(-c2c(C(=O)c3ccc(Br)cc3)[nH]c(N)c2C(=O)NCCc2c[nH]c3ccccc23)cc1OC
    18 | -10
52	CCNC(=O)N1CCN(c2ccc(N3CCN(Cc4ccccc4)[C@H](C)C3)c(C)c2)[C@H](C)C1
    19 | 21
53	CCc1cc2c(nc1CC)CCCN2S(=O)(=O)c1ccc(C(F)(F)F)cc1
    3 | 13
54	CCCCOc1ccc(C(=O)n2ccc3ccc(-c4ccc5ccn(Cc6ccccc6)c5c4)cc32)cc1
    -9 | 1
55	C#CCNC(=O)C[C@@H]1C(=O)N2CCCC3=C2[C@@]1(C(=O)OCC)CCC3
    -12 | -13
56	O=C(NC1CCCC1)[C@@H]1CCCN1C(=O)[C@H](Cc1cccnc1)NC(=O)N1CCOCC1
    13 | -17
57	Cc1ccccc1CN1CCCCC(NC(=O)c2ccc(F)cc2F)C1=O (stereo unspecified)
    -10 | 23
58	CC(=O)c1cc(-c2ccc3ccccc3c2)c(=O)n2c1CCC2
    -33 | 16
59	COc1ccc(OC)c(CN(CC(F)(F)F)S(=O)(=O)c2ccccc2Br)c1
    -25 | 0
60	COc1ccc2cc(C(=O)CS(=O)(=O)c3ccc(Cl)cc3)c(=O)oc2c1
    -5 | -3
61	COc1ccc(C(=O)CSc2nnc(-c3ccccn3)n2-c2ccccc2)cc1
    -7 | -16
62	O=C(c1cc(F)cc(F)c1)N1CCCC(c2nc(-c3cccs3)no2)C1 (stereo unspecified)
    -2 | -3
63	O=C(Nc1nc2ncccn2c1-c1ccc(F)c(F)c1)c1ccccc1
    -1 | 27
64	Cc1cc(NC(=O)c2ccc(NS(=O)(=O)c3ccc(C)c(C)c3)cc2)no1
    -14 | 5
65	CC(=O)Nc1ccc(OC(=O)c2cc3cc(Br)cc(Br)c3oc2=O)cc1
    11 | -9
66	COc1cccc(C(=O)N[C@H](C(=O)N2CCC[C@H]2C(=O)NC2CCCC2)c2ccccc2)c1
    4 | -14
67	COC(=O)[C@]12C[C@H](CC(=O)NCc3cccc(C(F)(F)F)c3)C(=O)N(Cc3ccco3)C1=C[C@H](C(C)(C)C)O[C@@H]2C
    1 | -16
68	C=CCCC1CN(Cc2ccc(OC)cc2)S(=O)(=O)c2c(F)cccc2O1 (stereo unspecified)
    2 | -12
69	COC(=O)[C@]12C[C@H](CC(=O)N3CCSCC3)C(=O)N(CCC3=CCCCC3)C1=C[C@H](C(C)(C)C)O[C@@H]2C
    -10 | 11
70	COc1ccc(C2CC(=O)C(c3ccc(Cl)cc3)=CN2Cc2ccccc2)cc1 (stereo unspecified)
    -7 | -4
71	CCN=C1NC(c2ccccc2)C(C(=O)OC)=C(C)N1Cc1ccc(C(F)(F)F)cc1 (stereo unspecified)
    -14 | -12
72	CN(C)S(=O)(=O)c1ccc(NC(=S)NC(=O)c2ccc(Br)o2)cc1
    -12 | -1
73	CN(C)CC(=O)N[C@@H]1C[C@@H]2O[C@H](CO)CC[C@@H]2O[C@@H]1CCc1ccc(C#Cc2ccccc2)cc1
    0 | 27
74	CN(C)c1cccc2c(S(=O)(=O)NCC3CCN(C(=O)C(=O)c4cccs4)CC3)cccc12
    11 | 23
75	O=S1(=O)c2c(cccc2N2CCSCC2)Oc2ccccc2CN1Cc1cn(Cc2ccc(C(F)(F)F)cc2)nn1
    -1 | 8
76	COC(=O)[C@]12C[C@H](CC(=O)NCCC(C)C)C(=O)N(Cc3cccc4ccccc34)C1=C[C@H](C1CCCC1)O[C@@H]2C
    -23 | 4
77	COc1ccc(OC)c(S(=O)(=O)N(CCc2ccc(OC)c(OC)c2)Cc2cccs2)c1
    18 | 22
78	CCCCNC(=O)C[C@H]1C[C@@]2(C(=O)OC)C(=C[C@H](C(C)(C)C)O[C@@H]2C)N(Cc2ccco2)C1=O
    6 | 8
79	Cc1cc(NC(=O)CCc2c[nH]c3ccccc23)ccc1Nc1cccnc1
    0 | 1
80	O=C(CC1CCCC1)N[C@@H](Cc1cccnc1)C(=O)N1CCC[C@H]1C(=O)NCCc1ccccc1Cl
    10 | 7
81	COc1ccc(-c2cc(C(F)F)n3ncc(C(=O)Nc4cnn(Cc5ccccc5)c4)c3n2)cc1
    3 | 4
82	CCOC(=O)C1=CCN(S(=O)(=O)c2ccccc2Br)C1c1ccc(Cl)cc1 (stereo unspecified)
    13 | 9
83	COc1ccccc1CCn1cnc(-c2cccc(F)c2)c1C(C)C
    29 | 20
84	CN(C(=O)CCn1nnc(-c2cccs2)n1)C1CCCCC1
    -31 | 10
85	COc1ccccc1CCn1cnc(-c2ccccc2OC)c1C(C)C
    32 | 15
86	CC(C)CNC(=O)C1CSCCS(=O)(=O)N1Cc1ccccc1 (stereo unspecified)
    -20 | -7
87	CCOCCCNC(=O)Cc1ccc(F)cc1
    -14 | 1
88	Cc1ccccc1Cn1cc(COC(=O)Nc2ccc(F)cc2)nn1
    2 | -11
89	COC(=O)[C@]12C[C@H](CC(=O)N3CCN(C(=O)C4CC4)CC3)C(=O)N(Cc3ccc(Cl)cc3Cl)C1=C[C@H](C1CCCC1)O[C@@H]2C
    3 | 14
90	Cc1ccc(Cn2c(=O)n(Cc3ccc(C(=O)NCC4COC4)cc3)c(=O)c3ccccc32)cc1
    -32 | 5
91	C#CCNC(=O)C[C@@H]1C(=O)N(Cc2ccc(OC)cc2)C2=CCN(C(=O)OC(C)(C)C)C[C@]21C(=O)OCC
    15 | 5
92	CCn1c(SCc2ccccc2Cl)nnc1-c1ccccc1OC
    -2 | 17
93	NC(=O)[C@@H]1CCCN1C(=O)[C@H]1O[C@@H](n2ccc(N)nc2=O)[C@H](O)[C@@H]1O
    3 | 0
94	C/C=C/C(=O)N1CCC(C(=O)NC2CCCc3ccccc32)CC1 (stereo unspecified)
    0 | -20
95	CCN(C(=O)CCc1cn(CC)c2ccccc12)c1ccc(Oc2cccnc2)cc1
    -46 | -38
